# High-throughput results as filed in PubChem.
# HTRA1 inh = inhibitors of human serine peptidase HTRA1 | Q92743 | recombinant HTRA1, FP-rhodamine activity-based probe, fluorescence polarization | inhibition, % at 5.96 µM | hit rate 0.5% among 340,000; in the data active = inhibition above about 36%;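 note: 0% = enzyme with DMSO and 100% = wells lacking enzyme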
# MBD2 DNA inh = inhibitors of human MBD2 binding to methylated oligonucleotide | Q9UBB5 | TR-FRET | inhibition, % at 4.4 µM | hit rate 0.31% among 370,000 | AID 686964; in the data active = inhibition above about 13%
# Target sequence (Q9UBB5 whole entry, looked up): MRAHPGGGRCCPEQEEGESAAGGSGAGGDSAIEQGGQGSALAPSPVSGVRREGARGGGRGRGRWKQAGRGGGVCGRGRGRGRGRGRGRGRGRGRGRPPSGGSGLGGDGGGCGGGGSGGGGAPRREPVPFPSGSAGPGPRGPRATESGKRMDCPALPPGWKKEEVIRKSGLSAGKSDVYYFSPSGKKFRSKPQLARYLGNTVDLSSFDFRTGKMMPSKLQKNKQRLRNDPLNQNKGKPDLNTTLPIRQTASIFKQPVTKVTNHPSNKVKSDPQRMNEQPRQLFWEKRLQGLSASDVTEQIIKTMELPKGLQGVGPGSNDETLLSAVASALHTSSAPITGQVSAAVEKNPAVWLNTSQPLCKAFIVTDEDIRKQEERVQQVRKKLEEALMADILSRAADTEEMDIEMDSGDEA
# UHRF1 binding = human UHRF1 methylated DNA binding inhibitors; Q96T88; UHRF1 binding to methylated oligo, TR-FRET; inhibition, % at 4.4 µM; hit rate 0.75% among 370,000; in the data active = inhibition above about 21%;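 note: UHRF1 SRA domain binding a hemimethylated CpG hairpin DNA probe; 0% = median of test compound wells and 100% = reference inhibitor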
# SIAE inh = inhibitors of human sialic acid acetylesterase SIAE | hit rate 0.69% among 370,000 | AID 1053197 | Q9HAT2 | inhibition, % at 9.66 µM | SIAE FP-Rh probe binding, fluorescence polarization;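 active = inhibition above a cutoff: mean of compounds within the control limits plus 3 SD of those, cut at about 17% in these data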;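 note: 0% = plate median of compound wells and 100% = probe without SIAE protein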
# Target sequence (Q9HAT2 whole entry, looked up): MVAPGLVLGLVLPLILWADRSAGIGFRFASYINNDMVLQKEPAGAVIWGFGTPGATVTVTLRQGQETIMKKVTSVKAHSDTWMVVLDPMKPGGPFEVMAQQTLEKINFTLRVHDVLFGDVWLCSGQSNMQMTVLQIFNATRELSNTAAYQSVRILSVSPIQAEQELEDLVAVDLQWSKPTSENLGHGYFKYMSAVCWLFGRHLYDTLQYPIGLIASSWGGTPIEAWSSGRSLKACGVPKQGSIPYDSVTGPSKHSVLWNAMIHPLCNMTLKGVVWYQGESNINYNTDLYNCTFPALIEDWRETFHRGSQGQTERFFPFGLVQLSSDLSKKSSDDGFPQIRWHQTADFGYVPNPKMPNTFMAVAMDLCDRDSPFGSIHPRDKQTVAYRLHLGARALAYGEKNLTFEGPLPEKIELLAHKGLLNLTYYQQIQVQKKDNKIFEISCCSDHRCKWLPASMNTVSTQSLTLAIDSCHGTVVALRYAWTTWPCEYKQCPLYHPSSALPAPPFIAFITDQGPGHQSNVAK
# PRMT1 inh = inhibitors of human PRMT1. hit rate 1.3% among 370,000. recombinant PRMT1, activity-based probe fluorescence polarization. Q99873. inhibition, % at 2.79 µM. AID 652257;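 active = inhibition above about 21% made by adding two undisclosed values, limit read from the data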
# rCAG RNA binder = binds r(CAG) RNA repeats; r(CAG) RNA repeat, TO-PRO-1 dye displacement fluorescence; inhibition, % at 3 µM; hit rate 1.3% among 370,000; AID 651821;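 active = inhibition above the plate cutoff, the mean of all test compounds on that plate plus 3 SD, cut at about 35% in these data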;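 note: 0% = DMSO alone and 100% = 100 µM mitoxantrone as full dye displacement; higher means more dye released from RNA so lower well fluorescence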
# NPR2 activator = GC-B (human) receptor activation. P20594. HEK293-GC-B cells, CNP EC30, cGMP TR-FRET; 0% at EC30 CNP, 100% saturating CNP. activation, % at 10 µM. hit rate 0.11% among 370,000;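 active = activation at 10 µM reaching about 35% in either raw or pattern-adjusted values, limit read from the data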
# mABHD4 FP = inhibits mouse alpha/beta hydrolase domain 4. inhibition, % at 8.92 µM. purified mABHD4, FP-Rh probe fluorescence polarization. Q8VD66. hit rate 0.54% among 370,000;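 active = inhibition exceeding the mean over every tested compound plus 3 SD, cut at about 30% in these data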;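 note: 0% = plate median of compound wells and 100% = S159A mutant with DMSO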
#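 Assay system: Wild-type mouse ABHD4 protein | Medium: HEPES pH 7.0 buffer, 150 mM NaCl, 0.01% Pluronic F-127 | Incubation: Enzyme–compound pre-incubation 45 min, then probe 60 min, both 25 °C | Technique: Fluorescence polarization with parallel and perpendicular emission, 525/598 nm | Evaluation: % inhibition of FP-Rh probe binding versus controls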
# TCR CD3 inh = inhibitors of human TCR-CD3 interaction | AID 651800 | inhibition, % at 9.4 µM | TAMRA-labeled TCR probe fluorescence, biochemical | hit rate 0.37% among 360,000; in the data active = inhibition above about 19%;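 note: recombinant mutant TCR 2C K166C tagged with TAMRA read by polarization; 0% = receptor in buffer alone and 100% = receptor with positive control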
# NPR1 activator = GC-A (human) enzyme activation. HEK293 GC-A cells, cGMP TR-FRET, EC30 ANP; 0% at EC30 ANP, 100% saturating ANP. activation, % at 10 µM. hit rate 0.14% among 370,000; in the data active = activation above about 40%
# * hit, by the source's call; · = not tested or not shown.
SMILES,HTRA1 inh,MBD2 DNA inh,UHRF1 binding,SIAE inh,PRMT1 inh,rCAG RNA binder,NPR2 activator,mABHD4 FP,TCR CD3 inh,NPR1 activator
CCN(C(=O)COC(=O)C1=COCCO1)c1c(N)n(Cc2ccccc2)c(=O)[nH]c1=O,-6.3,-6.2,-0.9,-0.6,-3.5,3.2,2.3,-5.8,-5.9,3.7
O=C1CCC(CCc2nc3ccccc3[nH]2)(c2ccccc2)C(=O)N1 (stereo not given),-0.6,-2.2,-0.8,1.9,-2.7,2.8,7.3,-4.8,-2.0,-4.8
S=c1[nH]nc(-c2cccs2)n1C1CCCCC1,·,-2.2,0.3,8.6,-2.9,-2.3,-0.2,0.2,0.6,-1.9
COc1ccc(N(CC(O)Cn2nnc3ccccc32)S(=O)(=O)c2ccc(C)cc2)cc1 (stereo not given),-7.9,2.3,0.0,6.7,0.1,-5.0,-7.1,5.4,-6.4,-5.2
CC(=O)Nc1ccc(SCC(=O)NC(=O)c2ccc(Cl)cc2)cc1,-2.4,4.8,0.1,0.8,7.7,0.4,-5.4,3.1,0.8,-1.2
COc1ccc(C(=O)c2ccc3oc(-c4ccc(OC)cc4)c(-c4ccc(O)cc4)c3c2)cc1,0.9,-4.7,1.4,-7.6,-5.3,3.6,2.1,-10.7,1.3,0.1
O=C(Nc1cccc2c1C(=O)NC2=O)c1ccccc1[N+](=O)[O-],7.8,1.1,-0.8,15.5,3.1,0.0,3.9,4.6,-1.4,6.5
COc1cccc(C(=O)NCc2ccc3c(c2)cc(C)n3C)c1,13.1,0.2,-3.2,3.2,-1.2,1.4,-1.2,9.5,6.0,5.9
Cc1ccc(-c2[nH]c3cc(C(N)=O)ccc3c(=O)c2O)cc1,16.8,-2.4,-1.8,4.7,3.9,7.3,-7.6,14.3,6.0,21.5
CCc1nnc(NS(=O)(=O)c2ccc(N3C(=O)C4CC=C(Cl)CC4C3=O)cc2)s1 (stereo not given),8.1,-0.6,-1.9,12.0,-0.3,49.1*,-2.7,11.1,1.3,3.9
Cn1ncc(C#N)c1NC(=O)c1cc(-c2ccccc2Cl)on1,-3.4,-2.8,-3.1,-6.7,-1.0,5.0,0.2,-10.3,2.7,1.4
CCOC(=O)Cc1csc(NC(=O)COc2ccc(OC)cc2)n1,-1.0,7.5,9.1,-8.1,2.7,-0.6,-3.2,-10.3,0.5,-8.1
Cc1oc(-c2ccc(Cl)cc2)nc1CSCC(=O)NCCCN1CCOCC1,-8.8,1.2,2.5,3.5,3.5,0.0,1.1,6.0,-5.0,2.9
COc1ccc2c3n(nc2c1)CCN=C3c1cc(Cl)c(N)c(Cl)c1,-16.8,2.7,-2.9,2.8,-0.2,0.7,14.3,-8.1,3.5,0.1
COC(=O)c1c(NC(=O)CSc2nnc(Cn3nnc4ccccc43)n2C)sc(C)c1C,-3.0,1.4,0.3,4.9,-0.3,-6.5,-5.0,-0.9,8.9,-3.6
CCNC(=O)COC(=O)c1ccc(NS(=O)(=O)c2ccc3c(c2)OCCO3)cc1,3.6,-3.6,1.3,1.0,-3.7,1.3,1.7,-9.6,-4.8,-1.9
O=C(Oc1ccc(Cl)c2cccnc12)c1ccco1,72.2*,-2.0,-2.2,1.5,2.3,1.3,-4.6,0.0,0.4,-4.0
OCC#CCSc1nnc(-c2ccncc2)o1,3.5,-4.5,-2.0,2.8,-0.7,-2.3,5.0,0.4,1.8,0.4
C=CC(=O)N1C/C(=C/c2ccc(Cl)cc2)C(=O)/C(=C\c2ccc(Cl)cc2)C1,-18.6,-3.2,0.2,-8.2,-3.5,0.9,-2.8,-8.6,5.8,-5.6
O=C(O)c1ccc(NC(CSCc2ccccc2F)C(=O)O)c([N+](=O)[O-])c1 (stereo not given),3.3,1.3,0.7,2.1,5.1,3.2,2.2,3.8,-12.2,-2.1
CCOC(=O)c1c(C)[nH]c(N=Nc2ccccc2C)c1C,-15.3,2.6,-2.8,10.8,-1.4,3.3,-3.8,-3.8,-1.3,2.9
COc1ccc(C(=O)CSc2nnc(Cc3ccccc3)o2)cc1,-9.9,-0.9,-2.2,1.3,-2.0,-5.6,-6.7,-3.6,3.2,0.0
Nc1ccn([C@@H]2O[C@H](C(=O)N[C@H](COC=O)Cc3ccccc3)[C@@H](O)[C@H]2O)c(=O)n1,·,-3.6,-1.3,-3.4,-1.9,-0.5,-0.4,-6.1,-2.2,5.5
FC(F)(F)c1ccccc1NC(=S)N1CCc2ccccc2C1,11.5,3.0,-0.9,-0.7,-2.0,-2.2,0.7,-3.4,3.0,-0.5
COc1cccc(CNC(=O)[C@H]2CCCN2C(=O)[C@H]2CCCN2C(=O)c2ccc(C)c(C)c2)c1,·,-1.3,0.7,1.9,3.1,-0.2,2.8,-4.5,5.3,1.4
Cc1nc2cc(NS(=O)(=O)c3cccc(F)c3)ccc2s1,-1.4,-0.9,0.6,4.4,-2.0,2.7,-5.9,-1.3,2.5,-0.5
c1ccc(-c2cnc(CSc3ncnc4sccc34)o2)cc1,-27.2,-0.6,-0.6,-0.4,1.8,2.4,1.8,-2.7,5.2,-3.2
Nc1n[nH]c(-c2cccc([N+](=O)[O-])c2)n1,2.6,2.9,0.3,-5.0,0.0,-0.5,2.5,-14.0,-3.5,5.8
Cc1ccsc1/C=C1\CCc2ccccc2C1=O,-19.9,-0.2,-0.4,-0.8,5.1,2.6,2.5,-0.5,-1.2,-3.8
CC(C)(C)CSc1nnc(-c2cccnc2)n1Cc1ccccc1,·,-3.5,-0.7,6.5,-2.9,-2.1,6.5,-0.8,·,-0.9
Cc1nc2sc3c(NCc4ccco4)ncnc3c2c2c1COC(C)(C)C2,-6.6,0.3,-0.5,-5.6,0.1,1.8,2.8,0.6,0.8,20.5
CN(c1ccc(C(=O)NCCSCc2c(F)cccc2Cl)cc1)S(C)(=O)=O,0.1,6.3,-0.4,-5.8,-2.0,-4.6,·,4.3,5.9,·
O=C(NCCc1ccccc1)C1CCCN(S(=O)(=O)c2cccc3nonc23)C1 (stereo not given),1.0,-3.6,-2.1,1.7,2.4,-3.0,4.0,0.8,-1.3,-1.9
C/C(C=NNC(=O)CSc1nc2ccccc2n1Cc1ccccc1Cl)=C\c1ccccc1,·,-8.7,1.4,-10.1,-6.6,4.2,5.5,-7.4,·,-2.8
CC[C@@]1(C(=O)OC)N[C@H](CN(C)C(=O)Nc2ccc(C(F)(F)F)cc2)[C@@H]2C(=O)N(Cc3ccccc3)C(=O)[C@@H]21,10.1,-1.8,2.3,2.4,-1.8,1.0,-0.8,-5.8,-4.4,0.0
N#Cc1nc(COc2ccccc2)oc1N1CCCCCC1,-6.3,0.9,5.5,1.3,5.1,-1.4,3.7,-9.3,-1.9,6.1
COc1cccc(NC(=O)C(C)Oc2ccccc2)c1 (stereo not given),3.6,0.5,4.1,2.3,-0.8,-1.6,·,-3.9,-0.6,·
O=S(=O)(Cc1ccc(Cl)cc1)N1CCN(Cc2ccc3c(c2)OCO3)CC1,1.4,4.1,11.9,3.0,-1.5,-4.5,2.6,0.6,0.7,-5.7
c1ccc(CSc2cc3ccccc3[nH]2)cc1,2.1,3.3,-2.4,4.5,1.5,2.8,0.7,-1.9,-0.4,1.5
COc1ccc(CN(C)C(=O)c2cc(-c3ccccc3)nc3ccc(C)cc23)c(OC)c1,-74.9,0.6,1.8,-7.2,-1.6,2.0,-2.3,-8.0,-0.6,-5.2
COC(=O)c1cccc(C(=O)N2CCC(CCC(=O)NCc3ccc(F)cc3)CC2)c1,4.5,1.4,5.8,-4.3,-5.9,-5.5,-0.5,-4.1,5.6,-1.7
CCCn1c2ccc(/C(C)=N\O)cc2c2cc(/C(C)=N/O)ccc21,-25.1,4.4,-0.1,2.6,4.5,17.6,-24.6,-0.7,-5.4,-24.3
Cc1nn(CC(=O)N2CC(=O)Nc3ccccc32)c(C)c1[N+](=O)[O-],2.8,4.8,1.8,-0.7,-0.4,1.6,-2.0,-0.5,-4.6,-4.3
O=C(Nc1cccc([N+](=O)[O-])c1)c1cc(S(=O)(=O)Nc2ccccn2)ccc1Cl,-7.0,-1.6,-0.3,-1.8,4.3,12.3,2.0,-2.9,-1.8,-1.0
Cc1ccc(-c2cc(N)n(-c3ccccc3)n2)cc1,-12.6,-3.1,-2.8,6.6,-0.8,1.7,1.0,-5.7,8.5,7.2
O=C(c1ccc(Cl)c(Cl)c1)N1CCC(=O)N(C(COCc2ccccc2)Cc2ccccc2)CC1 (stereo not given),-36.0,-3.4,-2.3,1.2,-0.6,-4.2,-14.1,-7.8,4.3,-8.4
Cc1nc(NC(=O)c2cncc(Br)c2)ccc1Br,-3.9,1.3,2.0,-2.2,-1.9,-1.8,-1.1,-4.7,13.9,4.0
COc1cc(C=NOC(=O)Nc2ccccc2)cc(OC)c1OC,-4.2,4.1,0.5,-5.0,0.3,-0.2,-0.8,12.6,5.4,-0.3

# Complete entries from above. Order of values: HTRA1 inh, MBD2 DNA inh, UHRF1 binding, SIAE inh, PRMT1 inh, rCAG RNA binder, NPR2 activator, mABHD4 FP, TCR CD3 inh, NPR1 activator
# COc1cccc(NC(=O)C(C)Oc2ccccc2)c1 (stereo not given) across the screens: 3.6, 0.5, 4.1, 2.3, -0.8, -1.6, ·, -3.9, -0.6, ·
# c1ccc(CSc2cc3ccccc3[nH]2)cc1 across the screens: 2.1, 3.3, -2.4, 4.5, 1.5, 2.8, 0.7, -1.9, -0.4, 1.5
# CCCn1c2ccc(/C(C)=N\O)cc2c2cc(/C(C)=N/O)ccc21 across the screens: -25.1, 4.4, -0.1, 2.6, 4.5, 17.6, -24.6, -0.7, -5.4, -24.3

# Carrying on:
SMILES,HTRA1 inh,MBD2 DNA inh,UHRF1 binding,SIAE inh,PRMT1 inh,rCAG RNA binder,NPR2 activator,mABHD4 FP,TCR CD3 inh,NPR1 activator
O=S(=O)(Nc1ccc(S(=O)(=O)Nc2nccs2)cc1)c1ccc2c(c1)OCCO2,1.8,-1.7,-0.9,10.1,-2.2,4.2,-2.5,2.0,3.4,4.0
Cc1[nH]n(-c2ccccc2)c(=O)c1/C=N/N1CCOCC1,-5.2,-6.2,-7.4,3.8,1.5,0.1,2.1,5.8,-4.2,-0.1
O=C(NN1C(=O)C2C3c4ccccc4C(c4ccccc43)C2C1=O)C1CC1 (stereo not given),-1.5,2.8,2.6,-4.4,3.5,-0.9,-4.3,-0.8,-8.7,-5.5
Cc1ccccc1C(=O)Nc1cccc(C#N)c1,-2.6,9.6,2.6,-7.7,3.0,-1.3,-1.4,5.1,2.0,-2.4
COc1ccc(/C=N/NC(=O)CN(c2ccc(OC)cc2)S(=O)(=O)c2ccccc2)cc1,-26.0,-0.4,-0.8,-2.9,1.3,2.5,-4.2,-9.8,-0.1,0.3
C=CCN1C(=O)NC2(CCCCC2)C1=O,19.0,-6.6,0.0,6.3,-3.4,-1.4,3.2,3.3,4.7,0.8
Cc1cccc(C)c1NC(=O)N1C2CCCC1CC(NC(=O)C(C)(C)C)C2 (stereo not given),4.2,11.0,4.8,-0.5,3.4,-4.8,-1.4,-16.2,-0.5,-2.9
CC(C)c1ccc(S(=O)(=O)N2CCN(C(=O)CN3C(=O)NC(C)(c4ccccc4)C3=O)CC2)cc1 (stereo not given),-3.2,-5.1,1.6,-19.9,-5.2,-4.2,-13.0,-2.6,6.7,0.5
COCCCNC(=S)N(CCN(C)C)Cc1cc2cc3c(cc2[nH]c1=O)OCCO3,5.5,3.1,0.9,-0.2,-3.4,-7.7,1.6,1.4,-4.7,4.0
Cc1cccc(-c2noc(CCCC(=O)Nc3ccc(C(N)=O)cc3)n2)c1,-7.8,-1.6,7.9,-4.0,-1.6,0.3,-1.8,-1.6,6.5,-1.8

# The list is partial; rates above refer to the full screens.
